Assay outcomes (PubChem)
Vif inh – inhibitors of HIV Vif; AID 602346; HEK293T cells, Vif self-association by quenched fluorescence, imaging, 24 h; hit rate 0.35% among 340,000; inhibition, % at 7.49 µM; in the data active means inhibition above about 50%, passing the limit was not always enough; further: some results filed as inactive read as strong as hits
iPSC survival up – increases survival of single human iPS cells. hiPSC single-cell survival, ATPlite luminescence; 100% = ROCK inhibitor wells, 0% = DMSO. hit rate 0.044% among 360,000. survival enhancement, % at 20 µM; in the data active means survival enhancement above about 18%;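 further: cells exposed to compounds for 16 hours before the ATP read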
N-glyco inh – blocks N-linked glycosylation in D54 reporter cells; hit rate 0.23% among 360,000; D54 ERlucT glycosylation luciferase reporter, 24 h; percent of 100 nM tunicamycin response; reporter increase, % at 12.5 µM; AID 588692;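 active means mean luciferase reporter signal, scaled so untreated is 0 and the glycosylation-blocking control 100, at or above a set limit in every replicate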;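 further: luciferase carries N-glycosylation sites so blocking glycosylation raises the light; 0% = median of neutral control wells and 100% = median of 100 nM tunicamycin wells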
Cardio protect – myocardial damage modulation in H9c2 cells; H9c2 cardiomyocytes, H2O2 injury protection, ATPLite, 2 h; protection from H2O2 cell death, % at 20 µM; hit rate 0.63% among 360,000; AID 588492;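 active means compounds giving at least 50% protection of heart cells from peroxide-induced death in the single-dose screen, raw or plate-pattern-corrected value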;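 further: 0% = DMSO wells with peroxide and 100% = DMSO wells without peroxide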
m5-HT2A agonist – mouse HTR2A agonism via beta-arrestin recruitment | AID 624169 | activation, % at 7.6 µM | CHO-K1 mHTR2A beta-arrestin complementation, luminescence; percent of 30 µM serotonin response | hit rate 0.66% among 360,000 | P35363;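 active means activation above a run cutoff, the mean activation of all tested compounds plus 3 SD, cut at about 14% in these data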;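 further: 0% = plate median of compound wells and 100% = 30 µM serotonin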
Target sequence (P35363 whole entry, looked up): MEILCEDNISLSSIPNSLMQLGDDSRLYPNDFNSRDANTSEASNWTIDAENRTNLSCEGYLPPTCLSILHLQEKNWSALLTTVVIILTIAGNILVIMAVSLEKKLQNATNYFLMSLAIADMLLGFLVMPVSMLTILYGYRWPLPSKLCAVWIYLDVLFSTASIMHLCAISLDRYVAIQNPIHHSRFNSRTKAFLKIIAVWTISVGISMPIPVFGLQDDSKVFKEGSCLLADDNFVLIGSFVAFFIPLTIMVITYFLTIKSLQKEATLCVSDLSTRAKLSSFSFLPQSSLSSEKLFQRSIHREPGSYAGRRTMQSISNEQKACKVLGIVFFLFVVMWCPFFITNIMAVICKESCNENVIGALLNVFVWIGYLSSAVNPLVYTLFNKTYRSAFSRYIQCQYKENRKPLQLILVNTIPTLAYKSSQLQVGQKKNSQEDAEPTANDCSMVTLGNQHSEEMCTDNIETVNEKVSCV
ABCB6 inh MLPCN – inhibitors of human ABC transporter ABCB6; K562-ABCB6 porphyrin accumulation, flow cytometry, 1 h; stronger effect = lower value; AID 602162; hit rate 0.19% among 360,000; Q9NP58; fluorescence ratio to DMSO, % at 10 µM;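 active means fluorescence ratio to DMSO below 75%, the collection mean minus 3 SD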;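 further: signal is porphyrin accumulated inside mitochondria; 100% equals median channel fluorescence of DMSO control wells; lower ratio means ABCB6 inhibition with less porphyrin fluorescence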
Granule exo inh – lytic granule exocytosis inhibition; TALL-104 LAMP-1 surface exposure, flow cytometry; cells stimulated with thapsigargin and PMA; inhibition, % at 10 µM; hit rate 0.66% among 360,000;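 active means inhibition above about 55%, limit read from the data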
PDI turbidity – inhibitors of human protein disulfide isomerase. hit rate 0.052% among 350,000. PDI insulin aggregation turbidity, A650, 90 min. AID 588391. P07237. inhibition, % at 10 µM;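 active means mean inhibition across replicates of 30% or more, whatever share of single replicates reach that level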;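 further: absorbance from insulin aggregation driven by PDI reduction with DTT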
Target sequence (P07237 whole entry, looked up): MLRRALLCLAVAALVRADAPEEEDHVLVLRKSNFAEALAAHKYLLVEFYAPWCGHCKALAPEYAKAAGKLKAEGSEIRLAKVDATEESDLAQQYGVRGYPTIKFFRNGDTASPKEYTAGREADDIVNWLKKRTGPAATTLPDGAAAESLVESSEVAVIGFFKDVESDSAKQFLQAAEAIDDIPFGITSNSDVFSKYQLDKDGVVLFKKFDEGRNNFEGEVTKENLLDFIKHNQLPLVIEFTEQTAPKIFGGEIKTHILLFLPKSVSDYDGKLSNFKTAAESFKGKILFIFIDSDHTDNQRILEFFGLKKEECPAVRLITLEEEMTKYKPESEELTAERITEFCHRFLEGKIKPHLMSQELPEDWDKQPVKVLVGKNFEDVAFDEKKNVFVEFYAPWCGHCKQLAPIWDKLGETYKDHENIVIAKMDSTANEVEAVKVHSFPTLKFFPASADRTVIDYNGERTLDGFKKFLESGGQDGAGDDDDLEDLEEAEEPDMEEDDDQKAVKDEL
CaV13 ICDI inh – Primary screen for inhibitors of IQ motif and Ca2+-dependent inactivation inhibitor domain binding in CACNA1D, Förster resonance energy transfer in living cells, …. HEK cells, CFP/YFP FRET ICDI-IQ, plate reader, 10 min; percent FRET-ratio fall versus neutral wells. inhibition, % at 12.3 µM. hit rate 0.098% among 340,000. AID 743397;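 active means mean replicate inhibition of at least 30% and at least 1% of replicates passing that level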;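 further: 0% = median of the neutral control wells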
aDG glyco up – increases alpha dystroglycan glycosylation | hit rate 0.22% among 360,000 | activation, % at 10 µM | AID 624168 | Pro5-aDG cells, alpha-DG glycosylation AlphaScreen (IIH6); 0% Pro5, 100% B10-LARGE cell signal;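 active means activation of at least 8% versus controls, or a plate z-score of at least 8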;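 further: Pro5 are CHO cells carrying HIG-tagged alpha-DG that lacks glycosylation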
Starred values were filed as active, the others as inactive; nt = no result given.

SMILES	Vif inh	iPSC survival up	N-glyco inh	Cardio protect	m5-HT2A agonist	ABCB6 inh MLPCN	Granule exo inh	PDI turbidity	CaV13 ICDI inh	aDG glyco up
Cc1ccc(OCc2nnc(N)s2)cc1	2	0.7	1	0	-3	100	6	-2	-3	0.6
O=C(CSc1nnnn1-c1cccnc1)Nc1cccc(Cl)c1	8	-0.6	0	2	-1	96	-3	2	-2	0.2
CCC(=O)NCc1cc(-c2nn(C)c(=O)c3ccccc23)ccc1C	-4	0.4	4	8	3	97	-3	21	-4	0.0
CC(=O)c1ccc(N2CCN(C(=S)Nc3ccccc3F)CC2)cc1	5	-1.8	1	2	4	98	-1	-7	-2	0.1
CC(C)c1ccc(CN2CCSCC2)cc1	11	-0.3	1	9	1	93	-6	-4	-5	0.0
CCc1ccc(OCc2nnc(SCC(=O)NC3CCCCC3)o2)cc1	8	0.0	-1	-8	2	93	-5	-13	-3	-0.1
CSc1ccccc1C(=O)Nc1nc2ccccc2c(=O)[nH]1	-3	-0.2	2	2	-1	101	-1	11	14	0.2
CCOc1ccc(Br)cc1S(=O)(=O)Nc1ncn[nH]1	5	-0.3	-1	3	9	88	-4	2	-4	0.2
O=C(NC1CCSC1=O)c1ccc(Cl)cc1 (centres undefined)	12	0.3	0	-1	0	100	0	1	-8	-0.3
O=C(NC1CC(=O)N(c2ccc(Cl)cc2)C1)C1CC1 (centres undefined)	-19	0.1	2	0	8	98	1	8	-17	-0.4
C=Cc1ccc2c(c1)N(C)C(=C)S2	0	0.7	2	22	6	98	3	-1	-6	-0.6
CCC(=O)c1ccc(OCC(=O)Nc2cc(S(=O)(=O)N3CCCCC3)ccc2N2CCN(CC)CC2)cc1	-2	-0.1	0	0	-6	100	10	0	-7	-0.1
O=C(NC1CCCCC1)C(=S)N1CCCC1	2	0.0	2	-1	1	95	-2	-2	-7	0.1
O=C(c1ccc(Cl)cc1Cl)c1ncc(C(F)(F)F)cc1Cl	-3	-3.1	0	0	0	102	1	4	-4	0.0
COc1cccc(-c2cc(C(=O)Nc3cccnc3)no2)c1	6	-2.6	16	-6	-2	95	1	-3	-3	0.1
CCCc1[nH]nc2c1C(c1c(C)nn(-c3ccccc3)c1Cl)C(C#N)=C(N)O2 (centres undefined)	-2	-1.9	0	6	2	93	1	-5	-4	-0.4
O=C(NC1CC1)c1c(O)c2ccccc2[nH]c1=O	7	-0.5	3	-7	5	94	-6	-1	-3	0.2
Cc1cc(C(F)(F)F)nn1CC(=O)Nc1ccc(Br)c2cccnc12	8	-1.0	1	-7	0	99	3	2	nt	-0.1
O=C(NCCOc1ccc(Cl)cc1)C1CC(=O)N(c2ccc3c(c2)OCCO3)C1 (centres undefined)	-1	-2.6	1	-6	-7	93	3	16	-3	0.1
CCCCNC(=O)CNC(=O)c1nn(-c2ccc(OC)cc2)c(=O)c2ccccc12	4	-0.5	1	-3	5	92	-7	0	-14	0.2
O=C(c1ccco1)N1N=C(c2cccs2)CC1c1ccco1 (centres undefined)	-8	1.8	1	-1	-2	95	1	0	-7	0.1
NC(N)=NC(N)=Nc1ccccc1	-11	-0.5	0	9	2	102	19	2	-5	-0.2
Cc1ccc(N=C2NC(=O)c3cc([N+](=O)[O-])ccc32)cc1	16	0.3	5	-4	-1	100	-2	6	-5	-0.1
CN(C)CCCOc1ccc(-c2cccc3nncn23)cn1	11	7.0	0	4	-3	97	1	-9	-5	-0.2
COc1ccc(Cn2c(C)nc([N+](=O)[O-])c2SCC(=O)O)cc1[N+](=O)[O-]	0	-0.2	0	2	4	100	1	-7	-4	0.4
CCOc1ccc(NC(=O)CN2C(=O)/C(=C3\SC(=S)N(C4CCS(=O)(=O)C4)C3=O)c3ccccc32)cc1 (centres undefined)	0	0.1	-2	2	-1	95	-1	-3	-4	0.1
COc1cccc(C(=O)Nc2ccc(Cl)c(C(F)(F)F)c2)c1	nt	0.1	-4	-21	-5	94	5	-2	-4	0.3
CC(C)(C)OC(=O)NCCC(=O)Oc1ccc2ccc(=O)oc2c1	-2	0.9	1	3	0	97	-2	12	nt	0.4
Cc1ccc(-n2ccc(=O)c(-c3ccnc(SCc4cccc(Cl)c4)n3)n2)cc1	-3	1.9	-2	-17	-11	96	0	10	nt	-0.1
CC(=O)c1cccc(N(C(=O)Cn2nnc3ccccc32)C(C(=O)NCC2CCCO2)c2ccc(N3CCOCC3)cc2)c1 (centres undefined)	2	-0.3	4	4	-3	106	1	4	-7	-0.1
CSc1ccc(NC(N)=S)cc1	-1	-1.3	3	1	0	94	-3	-4	-7	-0.2
CC(C)(C)c1ccc(S(=O)(=O)Nc2ccccn2)cc1	nt	0.7	1	3	0	103	0	-1	14	-0.2
COc1ccccc1NC(=O)Cn1c(=O)oc2ccccc21	-1	-0.7	6	0	4	96	2	-7	-7	0.5
CC(=O)Nc1ccc(S(=O)(=O)N2CCSC2)cc1	18	1.7	2	-4	-4	99	-8	0	-5	-0.2
CCCCC[C@@H]1C=C(C(=O)O)[C@H](c2ccc(Cl)cc2)N1S(=O)(=O)c1ccc(C)cc1	-3	3.4	0	-1	3	99	1	0	-5	0.1
Cc1ccnc(NC(=O)Nc2cccc(F)c2)n1	-7	1.0	-7	4	-2	97	-10	0	2	1.0
O=C(COC(=O)CCC(=O)c1ccc(Cl)cc1)NCCc1ccccc1	2	-1.8	0	9	18*	94	3	6	-5	-0.2
O=C(COC(=O)/C=C/c1ccccc1)NCc1ccccc1Cl	9	0.0	0	1	0	101	2	-4	-4	-0.4
Cc1ccc(-c2nc(CSCC(=O)N3CCN(C(=O)c4ccco4)CC3)c(C)o2)cc1	-3	-0.8	0	-14	0	103	-4	nt	-1	0.2
COc1cc(-c2cc(C(=O)Nc3cc(S(=O)(=O)N4CCOCC4)ccc3O)c3ccccc3n2)cc(OC)c1OC	-10	-0.2	0	1	2	94	2	-1	-5	-0.5
Cc1cc(=O)oc2cc(OCCSCCN3CCOCC3)ccc12	7	-1.4	0	9	-1	103	-2	-3	-6	-0.1
CC(=O)c1c(C)nc(-c2ccc(Cl)cc2)nc1NC(=O)C(C)C	-3	-0.1	4	-2	7	99	0	2	nt	0.0
Cn1c(NNC(=O)/C=C/c2ccc3c(c2)OCO3)cc(=O)n(C)c1=O	-3	4.4	2	0	-2	91	-1	0	-4	0.2
Cc1noc2ncnc(Oc3ccccc3Cl)c12	-4	-1.0	0	-1	0	97	3	1	8	0.0
Cc1ccc(CSCC(=O)NCCCN2CCOCC2)cc1	-1	5.5	1	0	-3	101	-2	-1	-3	0.4
COc1ccc(C)cc1NS(=O)(=O)c1ccc2c(c1)N(C)CCO2	-6	-0.5	-1	-7	1	92	0	-4	-4	0.4
COc1ccc(OCCCC(=O)OCC(=O)Nc2ncc(Cl)cc2Cl)cc1	-5	-0.4	0	-7	1	99	-1	2	-6	-0.3
Cc1nc(C)n(CCNS(=O)(=O)c2ccc(C)c(C)c2)n1	14	-0.1	3	-2	3	98	-2	-6	-2	0.1
COc1cc(NC(=O)Nc2nc(C(N)Cc3ccc(C(F)(F)F)cc3)cs2)cc(OC)c1OC (centres undefined)	nt	-5.1	3	-8	42*	96	0	-3	-4	-0.7
O=C1Cc2cc(NS(=O)(=O)c3ccc(Cl)cc3)cc3c2N1CCC3	-2	-0.5	2	0	7	97	36	2	-5	0.2
CC(C)(O)C#Cc1ccc(C(=O)NCCc2ccc(S(N)(=O)=O)cc2)cc1	2	3.0	-1	20	-1	97	2	-1	-3	0.4
CN(Cc1ccccc1)C(=O)COc1ccccc1	34	-0.8	0	-3	0	97	-4	1	-5	0.3
CCCCOC(=O)C1C2C=C[C@]3(CN(CCCOC)C(=O)[C@H]13)O2 (some centres undefined)	0	-4.3	4	0	-1	110	-3	1	nt	-0.4
O=c1cc(CO)oc2ccccc12	-14	0.5	2	5	-1	94	-3	7	-10	0.0
CCN(C(=O)COC(=O)/C=C/c1ccc(OC)c(OC)c1)c1c(N)n(Cc2ccccc2)c(=O)[nH]c1=O	-6	0.1	1	1	11	98	-6	-10	-7	0.2
COc1ccc(S(=O)(=O)N2CCCC(C(=O)N3CCOCC3)C2)cc1OC (centres undefined)	-4	8.6	1	2	5	93	9	0	-7	-0.1
Nc1nonc1-n1nnc(C(=O)N/N=C/c2ccc3c(c2)OCO3)c1CSc1ccccc1	3	-0.1	0	-6	5	95	4	4	-15	-0.4
CC(C)(C)S(=O)(=O)N1Cc2ccc(CO)cc2[C@@H]1CCO	nt	0.9	0	-1	1	92	0	-5	-10	0.0
Cc1ccc(C(=O)n2c(-c3ccccc3)cnc2SCC(=O)Nc2ccccc2)cc1	8	-0.7	4	-6	0	93	-6	3	-2	0.3
Cc1ccc(S(=O)(=O)N2CCCCC2)cc1NC(=O)Cn1c(=O)cnc2ccccc21	-7	-1.0	-3	-3	-2	100	-2	0	-5	0.0

Compounds from the list above that have a furan ring, fused or not, in the order listed:
SMILES	Vif inh	iPSC survival up	N-glyco inh	Cardio protect	m5-HT2A agonist	ABCB6 inh MLPCN	Granule exo inh	PDI turbidity	CaV13 ICDI inh	aDG glyco up
O=C(c1ccco1)N1N=C(c2cccs2)CC1c1ccco1 (centres undefined)	-8	1.8	1	-1	-2	95	1	0	-7	0.1
Cc1ccc(-c2nc(CSCC(=O)N3CCN(C(=O)c4ccco4)CC3)c(C)o2)cc1	-3	-0.8	0	-14	0	103	-4	nt	-1	0.2

Continuation.
SMILES	Vif inh	iPSC survival up	N-glyco inh	Cardio protect	m5-HT2A agonist	ABCB6 inh MLPCN	Granule exo inh	PDI turbidity	CaV13 ICDI inh	aDG glyco up
CCOc1ccc(-c2noc(CCC(N)=O)n2)cc1OCC	-6	-0.8	-1	0	5	100	1	-5	nt	-0.3
Oc1ccc(/C=N/Nc2ncnc3c2ncn3Cc2ccccc2)cc1O	21	-1.2	-4	38	-1	96	8	0	24	0.1
CCOC(=O)CSc1nc2ccccc2c(=O)n1CCC(=O)NCCc1ccc(OC)c(OC)c1	14	-0.1	-1	4	4	93	-1	-6	-4	0.0
CC(C)(C)n1nnnc1C(c1cccs1)N1CCN(Cc2ccc3c(c2)OCO3)CC1 (centres undefined)	-8	-1.2	-1	4	0	89	1	9	-4	1.7
CCc1ccc2c(c1)cc(C)c1nnc(SCC(=O)Nc3cc(OC)c(OC)cc3C(=O)O)n12	5	-0.4	5	2	1	99	-2	8	3	-0.1
CC(C)(C)CC(C)(C)NC(=S)NC1CCN(Cc2ccccc2)CC1	-4	-2.1	-7	9	-7	101	19	15	-4	1.6
COc1cc([N+](=O)[O-])c2ncsc2c1	-3	3.2	3	1	4	94	-1	11	-3	0.0
Cc1cc(C#N)c(SCC(N)=O)nc1-c1ccc(F)cc1	0	1.5	0	0	0	92	0	1	-19	0.8
O=C(CC1SC2=NCCN2C1=O)Nc1ccccc1 (centres undefined)	0	0.3	2	-6	-2	94	1	5	-3	-0.2
Cc1cccc(C(=O)N[C@H](C(=O)Nc2nc3ccc(S(C)(=O)=O)cc3s2)C(C)C)c1	-6	-0.2	-2	0	-4	117	-1	-8	-2	-0.8
CCCCN(CC)C(=O)Cn1ncc2c1-c1cc(C)ccc1OC2	-3	2.9	-2	-6	17*	98	-3	nt	-7	0.1

Compounds as they come. About 3.1% of those tested had a hit in this group.
